# High-throughput results: PubChem BioAssay, National Center for Advancing Translational Sciences (NCATS)
# TRHR enhancer – allosteric enhancers of human TRH receptor. AID 493056. TRHR cells, fluo-8 calcium fluorescence, EC20 TRH enhancement. hit rate 0.66% among 360,000. enhancement, % at 2 µM. P34981; in the data active = enhancement above about 30%; note: 0% is about no effect
#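 Enhancer read-out: after compound pinning and an initial kinetic agonist-mode read, an EC20 of TRH (10 nM final) was injected and fluo-8 calcium signal (Ex 480/Em 530) followed at 1 s/cycle for 100 cycles in TRHR-expressing cells.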
# D1 ag – activates the human D1 dopamine receptor. P21728. HEK293 T-REx D1 cells, calcium flux, agonist mode. activation, % at 2 µM. hit rate 1% among 360,000; in the data active = activation above about 30%; note: 0% is about no effect
#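 Inducible HEK293 T-REx D1 cells, force-coupled to calcium signalling, were plated at 4000 cells/well with tetracycline and held overnight at 30 C. After no-wash calcium dye loading, compound-evoked calcium rise over 180 s flagged agonists.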
# RXFP1 antagonist – blocks the human relaxin receptor RXFP1 | activity change, negative = inhibition, % at 57.5 µM | hit rate 0.59% among 350,000 | AID 1259400 | HEK293-RXFP1, relaxin-stimulated cAMP HTRF, 30 min; active compounds read low;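 active = activity change of -60% or lower, but not beyond a set lower limit; inconclusive = change between -60% and -40%, or beyond the set limit; inactive = change above -40%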; note: % is set by controls: 0 for no effect and ±100 for the full control effect
# Target sequence (Q9HBX9 whole entry, looked up): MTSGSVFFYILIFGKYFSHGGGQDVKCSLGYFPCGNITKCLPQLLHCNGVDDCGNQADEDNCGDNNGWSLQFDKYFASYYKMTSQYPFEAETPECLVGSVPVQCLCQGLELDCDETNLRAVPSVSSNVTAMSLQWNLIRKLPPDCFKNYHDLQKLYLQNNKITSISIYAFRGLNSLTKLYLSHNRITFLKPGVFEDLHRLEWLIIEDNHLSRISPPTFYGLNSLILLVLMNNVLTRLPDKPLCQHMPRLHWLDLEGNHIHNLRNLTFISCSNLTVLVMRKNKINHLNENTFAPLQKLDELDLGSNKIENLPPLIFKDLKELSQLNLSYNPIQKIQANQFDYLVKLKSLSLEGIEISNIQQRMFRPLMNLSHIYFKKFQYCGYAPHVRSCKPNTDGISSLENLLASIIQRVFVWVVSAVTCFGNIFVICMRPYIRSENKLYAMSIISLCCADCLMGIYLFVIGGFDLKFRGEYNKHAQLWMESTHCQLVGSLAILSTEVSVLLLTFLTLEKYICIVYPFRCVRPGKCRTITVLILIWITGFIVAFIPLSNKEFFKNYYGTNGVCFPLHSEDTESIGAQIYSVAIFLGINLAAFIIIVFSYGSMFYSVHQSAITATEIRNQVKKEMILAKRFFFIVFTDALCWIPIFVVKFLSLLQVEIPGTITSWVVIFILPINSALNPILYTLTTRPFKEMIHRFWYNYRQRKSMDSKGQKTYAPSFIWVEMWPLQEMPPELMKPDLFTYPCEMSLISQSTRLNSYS
# D1 potentiator – potentiators of human D1 dopamine receptor. HEK293 TREx D1 cells, calcium flux, dopamine EC20 potentiation. hit rate 0.036% among 360,000. potentiation, % at 10 µM; in the data active = potentiation above about 30%; note: 0% is about no effect
# D2 potentiator – D2 dopamine receptor (human) potentiation; HEK293 T-REx D2, calcium flux, EC20 dopamine potentiation; potentiation, % at 10 µM; AID 485347; hit rate 0.34% among 340,000;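 active = potentiation over 3 SD above the plate norm, cut at about 30% in these data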; note: 0% is about no effect
#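 Potentiation of an EC20 dopamine calcium response is measured in a force-coupled, tetracycline-inducible Hek293 Trex D2 line. Compound-only kinetic reads over 180 s flag agonists before dopamine addition.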
# Apoferritin bind – candidate novel general anesthetic via apoferritin binding. P02791. apoferritin/1-aminoanthracene competitive binding, fluorescence. Potency, µM (series often up to 77.5 µM), for the others: top-dose activity change, negative = displacement, hits mostly inhibitors. hit rate 0.074% among 350,000. AID 485281; note: potency is the fitted concentration of half-maximal effect; % is set by controls: 0 for no effect and ±100 for the full control effect; nearly all actives have a fitted effect of over 20% in size
# Target sequence (P02791 2-175 limits assumed): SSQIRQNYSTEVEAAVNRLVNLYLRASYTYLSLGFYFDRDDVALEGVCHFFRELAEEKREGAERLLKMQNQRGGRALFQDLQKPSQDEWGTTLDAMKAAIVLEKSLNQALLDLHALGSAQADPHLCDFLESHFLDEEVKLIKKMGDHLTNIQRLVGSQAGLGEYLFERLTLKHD
#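 Read-out: endpoint 1-AMA fluorescence, excitation 380 nm and emission 535 nm, after compounds sit 10 min at room temperature with 10 uM horse-spleen apoferritin in 50% saturated 1-AMA/PBS. Values come from four-parameter Hill fits.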
# RXFP1 ag – agonists of human relaxin receptor RXFP1; HEK293T-RXFP1 cAMP TR-FRET, 30 min; response scale: percent of porcine relaxin response, buffer zero; Potency, µM (top dose mostly 57.5 µM), for the others: top-dose activation, usual class: activators; hit rate 0.3% among 370,000; AID 2676; note: potency is the fitted concentration of half-maximal effect; % is set by controls: 0 for no effect and ±100 for the full control effect; nearly all actives have a fitted effect of over 60% in size; many of its hits are not listed in these tables
#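 Agonist response is measured as cAMP accumulation in an RXFP1-transfected HEK293T line under PDE4 inhibition. Values are scaled between buffer-only and 29 nM porcine relaxin, and EC50s come from standard Hill equation fits.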
# TRHR agonist – agonists of human TRH receptor. P34981. TRHR cells, calcium flux fluo-8, FDSS agonist mode. activation, % at 2 µM. hit rate 0.18% among 360,000. AID 493084; in the data active = activation above about 30%; note: 0% is about no effect
#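 Steps: seed TRHR cells overnight; add fluo-8 no-wash Ca dye, RT 30 min–1.5 h; record 10 s baseline; pin-transfer compounds; monitor fluorescence 1 cycle/s for the agonist window. Calcium increases flag candidate agonists.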
# D1 antagonist – antagonists of human D1 dopamine receptor | hit rate 3.2% among 360,000 | activity change, negative = inhibition, % at 10 µM | HEK293 TREx D1 cells, calcium flux, dopamine EC80; active compounds read low; in the data active = activity change below about -30%; note: % is set by controls: 0 for no effect and ±100 for the full control effect
#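 Kinetic fluorescence of a calcium dye serves as the read-out. D1-expressing Hek293 Trex cells, induced overnight at 30 C, are exposed to compound for 180 s before an EC80 dopamine addition, then read 180 s further.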
# Numbers without * were called inactive; ? = inconclusive; . = not tested or not shown; [ ] = remark or other dose. Unless noted, calls come from the whole dose curve; as a rule, active = well fitted curve in the direction sought with a large enough effect; inconclusive = small, poorly fitted or top-dose-only effect, or another doubt; inactive = no such curve, though single readings can be large; an effect the other way counts as inactive or inconclusive.
SMILES,TRHR enhancer,D1 ag,RXFP1 antagonist,D1 potentiator,D2 potentiator,Apoferritin bind,RXFP1 ag,TRHR agonist,D1 antagonist
O=S(=O)(CCN1CCN(C(c2ccccc2)c2ccccc2)CC1)C(F)(F)F,10,4,2,-2,9,-20%,-1.2%,-0.6,-9
O=C(Nc1ccccc1)OCCCCCOC(=O)Nc1ccccc1,2,6,-3,10,-3,-1%,-4.2%,1.3,-11
CC(OC(=O)c1cc(S(=O)(=O)N2CCOCC2)ccc1F)C(=O)NC1CCCCC1C (centres undefined),-5,1,0,-7,-10,-12%,16%,-0.1,0
CCOC(=O)CNC(=O)C(CC(C)C)NC(=O)C1CCCCC1 (centres undefined),14,4,-8,4,-4,-6%,-0.3%,-0.6,-8
CCOc1ccc(S(=O)(=O)N2CCN(C(=O)c3cc([N+](=O)[O-])ccc3N3CCOCC3)CC2)cc1,3,2,1,.,-13,.,0.7%,-0.1,-21
O=C(OCC(=O)c1c[nH]c2ccccc12)c1cccc(O)c1,9,2,-13,-2,5,1%,-1.0%,0.6,-14
Cc1cccc(NC(=O)CCCN2C(=S)NC(C)(C)CC2C)c1C (centres undefined),-7,1,3,-7,6,-7%,-1.0%,-0.2,-8
Cc1cc(C)cc(NC(=O)Cn2cc(C=O)c3ccccc32)c1,-4,11,-29,-4,-23,-3%,4.1%,0.7,2
COc1ccc(C(=O)C2CCN(C(=O)c3ccc(C)cc3)CC2)cc1,-5,4,3,-1,-2,-16%,1.7%,-0.9,-21
COc1cccc(CN2CCN(c3nc4nonc4nc3N3CCCCC3)CC2=O)c1,-8,2,2,2,7,-4%,-0.5%,-0.6,-7
O=C(COC(=O)Cc1ccc(Br)cc1)Nc1c(F)c(F)c(F)c(F)c1F,-2,3,5,-2,3,-13%,-0.1%,-0.3,6
O=C(COC(=O)c1cccc(-n2cnnn2)c1)c1ccc(Br)cc1,3,3,2,0,13,.,1.4%,1.5,14
Cc1cc(C)n2nc(C(=O)OCC(=O)Nc3ccc4c(c3)OC(F)(F)O4)nc2n1,7,1,-7,0,3,?,0.8%,-0.1,-1
CCCCCOC(=O)C1=C(C)Nc2nnnn2C1c1ccccc1Cl (centres undefined),-1,12,?,0,12,?,0.2%,0.8,6
CS(=O)(=O)NNC(=O)C1Cc2c(ccc3ccccc23)O1 (centres undefined),-6,3,4,2,4,0%,0.2%,0.3,-3
Cn1c(=O)c2[nH]c(N=Nc3ccc(N)cc3N)nc2n(C)c1=O,-1,1,-7,-4,-8,0%,17%,0.7,-11
O=C(CC1CCCCC1)NCc1ccco1,14,7,-3,-2,5,-4%,1.0%,0.3,-29
Cc1ccc(C)c(CN2CCC(n3nccc3NC(=O)CCCc3ccccc3)CC2)c1,2,18,-7,0,-5,-24%,0.3%,0.0,8
CCOC(=O)c1nnn(-c2nonc2N)c1CN(CC)CC,-9,3,-5,-10,-8,0%,2.2%,2.2,-18
COc1ccc(NC(=O)C2C(c3ccccc3)C2(Cl)Cl)c(OC)c1 (centres undefined),-1,3,-20,-5,-15,-3%,-1.3%,-0.7,-15
CN(C(=O)CN1C(=O)NC(c2ccccc2)(c2ccccc2)C1=O)C1CCS(=O)(=O)C1 (centres undefined),2,2,-8,-3,17,.,-1.5%,0.6,-11
COc1cccc(N(CC(=O)N2CCC(C)CC2)S(=O)(=O)c2ccc(C)cc2)c1,8,3,.,-1,8,102%[activator],-0.1%,-0.6,-19
COc1ccc(/C=N/Nc2cc(C)nc(N3CCOCC3)n2)cc1,2,2,-4,-11,-5,-7%,1.7%,-2.1,9
CCOC(=O)/C(O)=C(\C#N)c1nc2ccccc2[nH]1,-3,6,-5,-2,1,-9%,0.0%,1.4,-2
OCCC1CN(Cc2cnn(-c3ccc(F)cc3)c2)CCN1Cc1ccsc1 (centres undefined),-11,4,22,1,-7,-3%,0.2%,0.7,-8
SMILES,TRHR enhancer,D1 ag,RXFP1 antagonist,D1 potentiator,D2 potentiator,Apoferritin bind,RXFP1 ag,TRHR agonist,D1 antagonist
Fc1ccc(-c2ccc(/C=N\n3cnnc3)o2)cc1Cl,-3,5,?,-5,.,1%,1.5%,0.1,-18
CCOc1ncccc1C(=O)NNC(=O)c1ccc(NS(=O)(=O)c2cccs2)cc1,2,3,-1,6,-3,.,0.0%,-0.1,2
CCOc1ccc(-c2nnn(CC(=O)Nc3cc(OC)cc(OC)c3)n2)cc1OCC,13,7,-12,5,-6,-17%,-0.3%,3.0,7
NC(=O)COC(=O)CC1CC2CCC1C2 (centres undefined),3,0,16,-3,-3,?,-1.8%,-0.1,.
O=C(N/N=C/C(Br)=C/c1ccccc1)c1ccncc1,-12,2,-12,2,-1,-3%,-1.0%,0.4,-14
CCc1nn2c(=O)c(S(=O)(=O)Nc3ccc(Br)cc3F)c(C)nc2s1,10,3,-3,2,16,-1%,6.0%,0.6,-1
COC(=O)c1cc(OC)c(OC)cc1NC(=O)CCNC(=O)c1ccco1,24,4,-14,.,4,-14%,0.9%,-0.6,8
O=C(CN1C(=O)NC2(CCCC2)C1=O)OCCOc1ccccc1,9,1,8,0,10,?,1.6%,-0.1,4
N#Cc1c(N)n(-c2ccc(O)cc2)c2nc3ccccc3nc12,-4,3,10,5,2,-13%,4.2%,0.3,2
Cc1ccc(S(=O)(=O)CCC(=O)Nc2ccc(S(=O)(=O)N(C)C)cc2)cc1,-8,-1,.,-5,2,-8%,0.0%,-0.4,-26
COc1ccc(C)cc1S(=O)(=O)N1CCN(c2cccc(C(F)(F)F)c2)CC1,1,4,12,0,-3,40%[activator],1.3%,0.4,-5
COc1ccc(N2C(=S)NC3N2C(=S)NC3(C)c2ccccc2)cc1 (centres undefined),4,2,13,5,11,-7%,-0.4%,-0.5,-2
Cn1c(SCC(=O)N2CCCC2)nnc1-c1cccs1,1,0,-20,-2,.,-1%,3.3%,0.0,25
CC1CCN(c2nc3ccccc3n2CC(=O)c2ccccc2)CC1,1,-1,0,0,.,-14%,0.3%,-0.4,13
Cc1ccc(CNS(=O)(=O)c2ccc3c(c2)CCN3C(=O)CCCC(=O)O)cc1,-3,2,2,3,10,2%,1.6%,0.2,2
O=C(c1ccc2snnc2c1)N1CCN(c2ccccn2)CC1,-11,4,.,-1,7,-8%,0.0%,0.4,-15
CCc1ccc(S(=O)(=O)c2nnn3c2nc(NCCNC(C)=O)c2ccccc23)cc1,3,3,12,-6,-5,-4%,20%,2.1,4
Cc1ccc(NC2c3ncccc3C(=O)N2Cc2ccc(F)cc2)cc1 (centres undefined),-2,-1,6,2,3,-13%,-0.7%,-0.6,1
CC(=O)c1ccc(N2CCN(C(=O)CS(=O)(=O)c3cccc4nsnc34)CC2)cc1,0,4,.,-3,-2,-9%,-0.6%,0.3,-12
COc1ccc(CC(=O)Oc2ccc(C(C)(C)C)cc2)cc1S(=O)(=O)N1CCOCC1,0,15,-12,-6,-5,.,1.4%,0.4,-6
O=C(CN1C(=O)C(=O)N(Cc2ccccc2)C1=O)Nc1cc(Cl)cc(Cl)c1,8,9,12,4,5,-11%,-2.6%,0.4,-3
O=C(O)c1ccc2cccnc2n1,3,2,-19,-3,2,3%,0.6%,0.6,6
O=C(c1ccc(F)cc1)n1ccc(-c2cnc(-c3ccccc3)s2)n1,19,3,-3,2,-5,-7%,1.7%,-0.4,-5
COc1cccc(CCNC(=O)c2c(O)nc3c(C)cccn3c2=O)c1,7,0,-11,-8,-4,33%[activator],2.4%,-0.3,-5
Cc1cc(C)nc(NC2=NCCN2C(=S)Nc2ccc(C)c(C)c2)n1,2,1,4,-4,1,-10%,-1.3%,0.0,-2
CCn1c(CC(=O)Nc2ccccc2F)nnc1SCC(=O)NC1CCCC1,6,3,12,-5,10,1%,1.2%,0.3,4
COCCCNC(=O)C1CC(=O)N(C2CCCC2)C1 (centres undefined),9,0,-14,2,-7,-7%,1.3%,1.0,-8
C(=N\c1c(-c2ccccc2)nc2n1CCS2)/c1ccccc1,6,1,-6,-6,2,2%,0.8%,0.1,-9

# Complete entries from above. Order of values: TRHR enhancer, D1 ag, RXFP1 antagonist, D1 potentiator, D2 potentiator, Apoferritin bind, RXFP1 ag, TRHR agonist, D1 antagonist
# C(=N\c1c(-c2ccccc2)nc2n1CCS2)/c1ccccc1 reads 6, 1, -6, -6, 2, 2%, 0.8%, 0.1, -9
# CN(C(=O)CN1C(=O)NC(c2ccccc2)(c2ccccc2)C1=O)C1CCS(=O)(=O)C1 (centres undefined) reads 2, 2, -8, -3, 17, ., -1.5%, 0.6, -11
# COC(=O)c1cc(OC)c(OC)cc1NC(=O)CCNC(=O)c1ccco1 reads 24, 4, -14, ., 4, -14%, 0.9%, -0.6, 8

# A section from further up, as a working copy:
SMILES,TRHR enhancer,D1 ag,RXFP1 antagonist,D1 potentiator,D2 potentiator,Apoferritin bind,RXFP1 ag,TRHR agonist,D1 antagonist
Cc1cc(C)nc(NC2=NCCN2C(=S)Nc2ccc(C)c(C)c2)n1,2,1,4,-4,1,-10%,-1.3%,0.0,-2
CCn1c(CC(=O)Nc2ccccc2F)nnc1SCC(=O)NC1CCCC1,6,3,12,-5,10,1%,1.2%,0.3,4
COCCCNC(=O)C1CC(=O)N(C2CCCC2)C1 (centres undefined),9,0,-14,2,-7,-7%,1.3%,1.0,-8
C(=N\c1c(-c2ccccc2)nc2n1CCS2)/c1ccccc1,6,1,-6,-6,2,2%,0.8%,0.1,-9

# These rows are one share of the data; count on the stated rates, not on these rows.
